From PubChem
TMEM16A act – mouse TMEM16A channel activation, primary screen; 0.3% of 340,000 active; B-score at 10 µM; AID 623877; HEK293 TMEM16A/YFP-H148Q/I152L, iodide quench fluorescence; hits give low values;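 active = fluorescence-ratio B-score plate-corrected deviation score at least 3 library SD below zero, with starting fluorescence score within 5 deviations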;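 note: channel opened by trigger with iodide after compound preincubation; score built on the fluorescence ratio of max minus min over baseline; more negative score means more quench and so TMEM16A activation or potentiation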
Target sequence (Q8BHY3 whole entry, looked up): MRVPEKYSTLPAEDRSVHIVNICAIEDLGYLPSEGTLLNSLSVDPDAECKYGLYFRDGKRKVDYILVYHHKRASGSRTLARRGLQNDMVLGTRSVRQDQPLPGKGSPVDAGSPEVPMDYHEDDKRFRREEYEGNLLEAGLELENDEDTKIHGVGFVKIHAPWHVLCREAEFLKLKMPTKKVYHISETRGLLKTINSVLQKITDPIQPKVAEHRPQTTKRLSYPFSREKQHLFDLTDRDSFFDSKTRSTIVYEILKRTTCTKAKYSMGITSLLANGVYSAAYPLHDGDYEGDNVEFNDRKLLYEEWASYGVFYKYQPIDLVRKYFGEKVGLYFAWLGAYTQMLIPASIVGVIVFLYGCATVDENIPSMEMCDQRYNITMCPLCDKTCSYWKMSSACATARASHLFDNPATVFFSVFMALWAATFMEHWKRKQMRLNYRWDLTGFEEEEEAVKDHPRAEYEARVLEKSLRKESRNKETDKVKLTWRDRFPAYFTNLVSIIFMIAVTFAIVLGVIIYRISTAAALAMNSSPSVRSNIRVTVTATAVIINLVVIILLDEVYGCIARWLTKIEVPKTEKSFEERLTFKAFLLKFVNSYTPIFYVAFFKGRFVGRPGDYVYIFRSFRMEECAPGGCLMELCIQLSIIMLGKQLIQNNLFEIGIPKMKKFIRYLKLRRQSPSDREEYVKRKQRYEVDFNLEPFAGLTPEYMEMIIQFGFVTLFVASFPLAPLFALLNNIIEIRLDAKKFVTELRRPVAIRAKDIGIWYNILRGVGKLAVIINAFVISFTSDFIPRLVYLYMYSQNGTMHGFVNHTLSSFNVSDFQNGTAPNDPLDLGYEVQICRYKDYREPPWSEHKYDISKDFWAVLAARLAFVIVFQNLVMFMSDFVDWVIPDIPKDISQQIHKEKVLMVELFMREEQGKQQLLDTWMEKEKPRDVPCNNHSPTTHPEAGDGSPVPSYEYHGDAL
MrgX1 ag – human MrgX1 receptor agonism, primary screen. MrgX1-HEK293 cells, Fluo-4 calcium fluorescence, agonist mode; hits give high values. Q96LB2. AID 588627. B-score at 10 µM. 0.44% of 310,000 active;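 active = calcium response B-score plate-corrected fluorescence ratio at least 3 library SD, with starting fluorescence B-score inside 5 SD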
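System – MrgX1-expressing HEK293 cells · Incubation – cells plated overnight, dye loaded 0.5 h 37 °C, 0.5 h room temperature · Technique – kinetic Fluo-4 NW fluorescence of intracellular calcium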
RGS4 inh – inhibitors of human RGS4; P49798; HEK293 M3R/RGS4 inducible, Fluo-4 calcium flux; hits give high values; triggered by carbachol at its EC20; B-score at 10 µM; 0.45% of 310,000 active;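 active = B-score, a plate-corrected calcium signal, over three deviations above library mean, with baseline fluorescence within five deviations of library mean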;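 note: RGS4 expression induced by doxycycline in cells with stable M3 receptor; B-score is computed from the integrated fluorescence ratio over baseline after carbachol; higher B-score means a larger calcium signal and so more RGS4 inhibition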
TRPC6 activator – activates the mouse TRPC6 cation channel; 0.13% of 310,000 active; B-score at 10 µM; Q61143; HEK293-TRPC6 membrane potential dye fluorescence; hits give high values;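 active = B-score of the integrated fluorescence ratio above library mean plus 3 SD, and starting fluorescence ratio within library mean plus 5 SD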;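 note: higher score means more depolarization so channel activation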
TRPC6 inh – inhibitors of mouse TRPC6 channel; HEK293-TRPC6, membrane potential dye, ACh-evoked depolarization; hits give low values; Q61143; B-score at 10 µM; 1.1% of 310,000 active; AID 2553;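 active = B-score under library mean minus 3 SD, initial fluorescence not abnormally high, positive integrated signal ratio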;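 note: B-score derived from integrated fluorescence ratio over the kinetic read; more negative B-score means stronger inhibition of depolarization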
RGS4 act – potentiators or activators of RGS4; HEK293 M3R/inducible RGS4, carbachol calcium flux Fluo4; hits give low values; B-score at 10 µM; 0.92% of 310,000 active; AID 463111;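 active = B-score of the integrated calcium signal more than 4 SD below the library mean, with starting fluorescence not abnormally high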;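 note: negative B-score means reduced calcium response which marks RGS4 activation or potentiation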
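Assay system: HEK293 FlpIn-TREx cells, stable M3R, doxycycline-inducible RGS4 / Probe or stimulus: carbachol, ECmax concentration / Times: overnight RGS4 induction, 30 min dye load 37 °C, 20 min compound RT / Signal: kinetic calcium fluorescence imaging with Fluo4-AM dye, 2 µM / Measure: Agonist-evoked peak-minus-minimum fluorescence over baseline, integrated ratio, B score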
HDAC3 inh – blocks human histone deacetylase 3 | O15379 | recombinant HDAC3, fluorogenic peptide/trypsin coupled, fluorescence | inhibition, % at 8.3 µM | 0.15% of 320,000 active; in the data active = inhibition above about 26%, passing the limit was not always enough; inconclusive = no clear call, values can overlap the other calls
MrgX1 antag – blocks BAM8-22 activation of human MrgX1 receptor. Q96LB2. MRGX1-HEK293 calcium flux, Fluo-4, BAM8-22 antagonism; hits give low values. B-score at 10 µM. 1.3% of 310,000 active. AID 588676;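 active = calcium-response B-score plate-corrected more than 3 library SD below zero, starting fluorescence within 5 deviations, no agonist response on first addition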;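 note: peak minus trough fluorescence over baseline after final BAM8-22 challenge near maximal dose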
SKKanGAS inh – blocks kanamycin growth of S. pyogenes SKKanGAS strain. AID 1662. inhibition, % at 7.5 µM. 1.3% of 300,000 active. BacTiter-Glo, 6 h;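 active = mean replicate score, as percent of positive control median, at least 50; inconclusive = mean below 50 but one replicate at or above 50; inactive = mean and every replicate below 50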;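 note: strain carries kanamycin resistance gene driven by streptokinase promoter and grows in 40 µg/ml kanamycin; loss of luminescence reflects streptokinase promoter inhibition or plain growth inhibition; 0% = median of DMSO wells and 100% = positive control at its reference dose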
TMEM16A inh – blocks the mouse calcium-activated chloride channel TMEM16A; Q8BHY3; HEK293 TMEM16A/YFP iodide influx fluorescence, ionomycin; normalized B-score (activity score, 25-100; higher = stronger inhibition) at 10 µM; 1.2% of 310,000 active; AID 588511;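 active = ratio plate-corrected score three or more library SD toward inhibition, starting fluorescence score within five deviations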;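 note: score derived from kinetic fluorescence span divided by baseline fluorescence per well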
MrgX1 allo act – human MrgX1 positive allosteric modulation, primary screen; MrgX1-HEK293, Fluo-4 calcium flux, FDSS; hits give high values; B-score at 10 µM; 0.63% of 310,000 active;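 active = plate-corrected calcium response at least 3 library SD above typical, normal starting fluorescence, not activating the receptor alone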;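 note: compound read alongside a low EC10 to EC30 dose of BAM8-22 agonist; peak minus trough fluorescence over baseline measured at the second addition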
Starred values were filed as active, the others as inactive; i = inactive; ? = inconclusive; . = no result given. Not a hit list. Share with any hit: about 6.7%.

SMILES	TMEM16A act	MrgX1 ag	RGS4 inh	TRPC6 activator	TRPC6 inh	RGS4 act	HDAC3 inh	MrgX1 antag	SKKanGAS inh	TMEM16A inh	MrgX1 allo act
CCCOC(=O)c1cccc(NC(=O)c2cccnc2)c1	i	i	i	i	i	i	-2	i	-11	i	i
CC(C)N(Cc1nc(-c2ccccc2)no1)C(=O)C(C)(C)C	i	i	i	i	i	i	1	i	-4	i	i
O=S(=O)(NC1=NCCCCC1)c1ccc(Cl)cc1	i	i	i	i	i	i	7	i	0	i	i
O=C(CN1CCC(C(=O)c2ccc(F)cc2)CC1)Nc1ccccc1	i	i	i	i	i	i	3	i	-7	i	i
NC(=O)NC(=O)COC(=O)c1ccc2noc(-c3ccccc3)c2c1	i	i	i	i	i	i	5	i	-1	i	i
Cc1cccc(OCCC(=O)OC(C)C(=O)Nc2ccc(Cl)cn2)c1 (stereo not drawn)	i	i	i	i	i	i	-2	i	20	i	i
CCC(C)(C)NC(=S)Nc1ccc(-c2nc3ccc(C)cc3s2)cc1	i	i	i	i	i	i	?	i	-1	i	i
COc1ccc(NC(=O)CC2C(=O)N(Cc3ccco3)C(=S)N2C(C)C)cc1 (stereo not drawn)	i	i	i	i	i	i	11	i	-5	i	i
CCN(CC(=O)NCc1ccc(F)cc1)C(=O)C1CCN(C(=O)Nc2ccccc2)CC1	i	i	i	i	i	i	-2	i	10	i	i
COc1ccccc1CCn1c(N)c(C#N)c2nc3ccccc3nc21	i	i	i	i	i	i	-1	i	8	i	i
CSc1ccc(CNC(=O)C2Cc3cc(S(=O)(=O)N4CCCCC4)ccc3N2C(C)=O)cc1 (stereo not drawn)	i	i	i	i	i	i	3	i	1	i	i
CN1CSC2=C(C#N)C(c3cccc(OCc4ccccc4)c3)CC(=O)N2C1 (stereo not drawn)	i	i	i	i	i	i	7	i	3	i	i
COc1ccc(Cc2nnc(SCC(=O)Nc3c(C)cccc3C)[nH]c2=O)cc1	i	i	i	i	i	i	2	i	5	i	i
CC(C)(C)c1ccc(S(=O)(=O)n2c(CN3CCOCC3)nc3ccccc32)cc1	i	i	i	i	i	i	-3	i	4	i	i
COCc1cc(Sc2cccc(Cl)c2Cl)nc(-c2ccccc2)n1	i	i	i	i	i	i	5	i	5	i	8*
Cc1cc(-c2cc(N)n(-c3ccccc3)n2)c(C)n1C1CCCC1	i	i	i	i	i	i	-5	i	-22	i	i
C=CCOc1c(/C=N\NC(N)=O)cccc1OC	i	i	i	i	i	i	3	i	-13	i	i
Cc1noc(C)c1C(=O)N(CC(C)C)c1nc2ccccc2s1	i	i	i	i	i	i	-6	i	-10	i	i
O=C(CCC1CCCN(Cc2ccncc2)C1)NCc1ccc(F)c(F)c1 (stereo not drawn)	i	i	i	i	i	i	6	i	0	i	i
COc1ccc(N2CCN(CCNC(=O)c3ccc(NC(=O)C4CCCO4)cc3)CC2)cc1 (stereo not drawn)	i	i	i	i	i	i	-4	i	-6	i	i

Limited to TMEM16A act (3 entries from above):
structure	TMEM16A act
COCc1cc(Sc2cccc(Cl)c2Cl)nc(-c2ccccc2)n1	i
Cc1cc(-c2cc(N)n(-c3ccccc3)n2)c(C)n1C1CCCC1	i
C=CCOc1c(/C=N\NC(N)=O)cccc1OC	i

Going on with the list.
SMILES	TMEM16A act	MrgX1 ag	RGS4 inh	TRPC6 activator	TRPC6 inh	RGS4 act	HDAC3 inh	MrgX1 antag	SKKanGAS inh	TMEM16A inh	MrgX1 allo act
CCN(CC(=O)Nc1c(F)cccc1F)C(=O)CCNS(=O)(=O)c1ccccc1C(F)(F)F	i	i	i	i	i	i	9	i	-4	i	i
CC1Cc2ccccc2N1C(=O)COC(=O)c1ccc(S(=O)(=O)N(C)C)cc1 (stereo not drawn)	i	i	i	i	i	i	1	i	3	i	i
COc1ccc(-n2ncc3c2CC(C)(C)CC3NC(=O)CN2CCOC2=O)cc1 (stereo not drawn)	i	i	i	i	i	i	-15	i	-3	i	i
CCOC(=O)N/N=C\c1ccc([N+](=O)[O-])o1	i	i	i	i	i	i	7	i	7	i	i
CCN1CCN(C(=O)CCCn2c(C)c3cnn(-c4ccccc4)c(=O)c3c2C)CC1	i	i	i	i	i	i	5	i	-3	i	i
CC(=O)n1cc([C@@H]2C=C(C(=O)NCc3ccccc3)O[C@H](OCc3ccc(CO)cc3)C2)c2ccccc21	i	i	i	i	i	i	-3	i	26	i	i
O=C(CSCc1ccc(F)cc1)Nc1ccccc1C(=O)N1CCOCC1	i	i	i	i	i	i	4	i	-2	i	i
Clc1cccc(Cl)c1CNCCCSc1ncccn1	i	i	i	i	i	i	0	i	-2	i	i
CCCNC(=S)Nc1cc2oc3ccccc3c2cc1OC	i	i	i	i	i	i	-2	i	-4	i	i
Cc1nnc(SCC(=O)Nc2sc3c(c2C(N)=O)CCCC3)[nH]c1=O	i	i	i	i	i	i	-5	i	-1	i	i
COc1ccccc1C(C(=O)NCc1ccccc1)N(C(=O)c1csnn1)C1CC1 (stereo not drawn)	i	i	i	i	i	i	0	i	2	i	i
COc1ccccc1OCC(=O)NNC(=O)C(=O)N1CCCC1	i	i	i	i	i	i	-10	i	1	i	i
CCc1cccc(CC)c1NC(=O)CSc1nnc(CCC(=O)O)c(=O)[nH]1	i	i	i	i	i	i	3	i	-11	i	i
CC1COc2ccccc2N1C(=O)c1ccc(F)cc1 (stereo not drawn)	i	i	i	i	i	i	-4	i	0	i	i
Cc1nn(-c2ccccc2)c2sc(C(=O)OCN3C(=O)c4ccccc4C3=O)cc12	.	i	i	i	i	i	1	i	-2	i	i
Cc1ccc(-c2cc(C(=O)NCCN3CCOCC3)no2)cc1	i	i	i	i	i	i	5	i	-3	i	i
Cc1cc(N/N=C(/CCC(=O)O)C(=O)O)nc2ccccc12	i	i	i	i	i	i	0	i	-3	i	i
O=C(Cn1cc2c(n1)CCCC2)Nc1ccccc1Br	i	i	i	i	i	i	-3	i	-1	i	22*
COc1ccccc1C1CCN(Cc2ccccc2Cl)CC1	i	i	i	i	i	i	-2	i	23	i	i
CN1CCN(C(=O)C2CCC(C)(C(=O)O)C2(C)C)CC1 (stereo not drawn)	i	i	i	i	i	i	3	i	-3	i	i
COc1ccc(C(=O)O)cc1S(=O)(=O)N(C)CCc1ccccn1	i	i	i	i	i	i	-3	i	-9	i	i
COc1ccc(CCNC(=O)CCn2c(=O)[nH]c3cc(OC)c(OC)cc3c2=O)cc1OC	i	i	i	i	i	i	.	i	-10	i	i
O=C(CCc1ccc(S(=O)(=O)NCCc2ccccc2)cc1)N1CCN(Cc2ccc3c(c2)OCO3)CC1	i	i	i	i	i	i	3	i	-5	25*	i
COc1ccc(/C(O)=C2\C(=O)C(=O)N(CC3CCCO3)C2c2cc(OC)ccc2OC)cc1 (stereo not drawn)	i	i	i	i	i	i	1	i	-4	i	i
Cc1ccc(-c2cc(-c3ccccc3C)[nH]n2)c(O)c1	i	i	i	i	i	i	-1	i	.	i	i
NCCNC(=O)c1c(O)c2cccc3c2n(c1=O)CCC3	i	i	i	i	i	i	0	i	5	i	i
CCc1cccc(NC(=O)C2CCN(S(=O)(=O)c3ccc4c(c3)CC(C)N4C(C)=O)CC2)c1 (stereo not drawn)	i	i	i	i	i	i	8	i	0	i	i
CC(=O)NC(CC(=O)NCCc1ccccc1)c1ccccc1 (stereo not drawn)	i	i	i	i	i	i	0	-4.9*	-1	i	i
Cn1nc(C(=O)N2CCOCC2)c2ccccc2c1=O	i	i	i	i	i	i	-5	i	-9	i	i
Cc1cccn2cc(CCNS(=O)(=O)c3cccs3)nc12	i	i	i	i	i	i	-2	i	2	i	i
CSc1nc(=S)n(-c2cc(C)ccc2C)c(C)c1C(C)=O	i	i	i	i	i	i	-1	i	1	i	i
CCCNCc1cc(Br)ccc1OCC(=O)NCCc1ccccc1	i	i	i	i	i	i	-7	i	-11	i	i
CSCc1c(C(=O)Nc2ccc3c(c2)OCO3)oc2ccccc12	i	i	i	i	i	i	4	i	26	i	i
O=C(CNC(=O)C1CCCCC1)Nc1cc(Cl)ccc1Cl	i	i	i	i	i	i	-2	i	-1	i	i
CC(NC(=O)c1cncc(Br)c1)c1ccc(S(N)(=O)=O)cc1 (stereo not drawn)	.	i	i	i	i	i	2	i	10	i	i
COc1ccc(CNS(=O)(=O)c2ccc(OC)cc2)cc1	i	i	i	i	i	i	-4	i	-3	i	i
COc1ccc(/C(N)=N/OC(=O)CSc2ccc(C)cc2)cc1OC	i	i	i	i	i	i	18	i	4	i	i
CC(=O)Nc1ccc(CN(C)CC2CCCN(CCc3cccc(C(F)(F)F)c3)C2)cc1 (stereo not drawn)	i	i	i	i	i	i	-9	i	3	i	i
CSc1ccc(NC(=O)NCc2ccccc2)cc1	i	i	i	i	i	i	.	i	2	i	i
Cc1csc(NC(=O)CCC(=O)N(CC(=O)NC2CCCC2)Cc2ccccc2)n1	i	i	i	i	i	i	0	i	-2	i	i
Cc1ccc(CNn2cnnc2SCc2ccc(F)cc2)cc1	i	i	i	i	i	i	10	i	-9	100*	i
CCOC(=O)c1c(C)[nH]c(C)c1C(=O)COC(=O)c1cccc(S(=O)(=O)N(CC)CC)c1	i	i	i	i	i	i	1	i	-9	i	i
O=C(NCCCN1CCCC1)C1CCC(=O)N1C1CCCCC1 (stereo not drawn)	i	i	i	i	i	i	.	i	-9	i	i
O=C(Oc1cncc(Cl)c1)c1sccc1Cl	i	i	i	i	i	i	7	i	1	i	i
COc1ccc(NC(=O)Nc2ccccc2F)cc1Cl	i	i	i	i	i	i	1	i	-6	i	i
COc1ccc(-c2csc3ncnc(N4CCN(c5ccccc5O)CC4)c23)cc1	i	i	i	i	i	-9.3*	-1	i	34	i	i
Cc1noc(C)c1C(=O)N1CCN(Cc2ccccc2)CC1	i	i	i	i	i	i	6	i	-1	i	i
